Compound activity from PubChem BioAssay.
TAAR1 agonist – human TAAR1 agonists, primary screen, Fluo-8 calcium fluorescence, CHO RD-HGA16 cells; activation, % at 3 µM; hit rate 0.99% among 360,000; AID 624467, 2012; Trace amine-associated receptor 1 (Homo sapiens), Q96RJ0; vehicle wells 0%, saturating PEA agonist 100%;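 active = activation above the mean activation of all test compounds in the run plus 3 SD, cut at about 38% in these data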
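test system = CHO RD-HGA16 cells carrying human TAAR1 plus Gα16 | schedule = 17-24 h seeding, 75 min 37 °C dye, 30 min RT | compound dosing = 3 µM single concentration | control set = DMSO and PEA EC100 | replicates = n 1 | signal = Fluo-8 fluorescence, 5 s baseline then 140 s kinetic read | measure = percent activation vs PEA EC100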
M1 ag – human M1 muscarinic receptor agonists, primary screen, Fluo-8 calcium fluorescence, CHO-K1 cells, HTS; Muscarinic acetylcholine receptor M1 (Homo sapiens), P11229; CHO-K1 hM1, agonist mode; 0% DMSO, 100% acetylcholine EC100; activation, % at 3 µM; hit rate 0.33% among 360,000; AID 588814, 2011;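 active = activation above the run's mean compound activation plus 3 SD, cut at about 16% in these data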;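 also: peak over basal fluorescence ratio within a 140 s kinetic read after compound addition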
Target sequence (P11229 whole entry, looked up): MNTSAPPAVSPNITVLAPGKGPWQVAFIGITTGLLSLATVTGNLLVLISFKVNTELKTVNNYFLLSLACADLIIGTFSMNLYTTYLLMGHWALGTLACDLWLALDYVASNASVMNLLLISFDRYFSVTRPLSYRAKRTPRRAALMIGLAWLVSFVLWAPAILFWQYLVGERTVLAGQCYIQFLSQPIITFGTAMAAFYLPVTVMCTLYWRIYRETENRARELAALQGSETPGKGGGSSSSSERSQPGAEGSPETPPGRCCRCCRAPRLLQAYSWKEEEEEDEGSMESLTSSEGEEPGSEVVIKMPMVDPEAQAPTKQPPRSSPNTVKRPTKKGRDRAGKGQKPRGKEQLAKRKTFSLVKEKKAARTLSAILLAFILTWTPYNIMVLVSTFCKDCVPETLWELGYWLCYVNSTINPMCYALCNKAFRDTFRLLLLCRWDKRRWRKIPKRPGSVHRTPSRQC
OXTR potentiate – human OXTR potentiators, primary screen, fluorescence, CHO-OTR cells, Fluo-8 calcium; Fluo-8 calcium fluorescence, potentiator mode; 0% = oxytocin EC15, 100% = EC100; activation, % at 3 µM; hit rate 0.061% among 320,000;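 active = activation above that plate's cutoff, the mean activation of tested compounds plus 3 SD, cut at about 6.6% in these data, passing the limit was not always enough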;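 also: 100% uses oxytocin at 75 nM as the full agonist control; some results filed as inactive read as strong as hits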
Target sequence (P30559 whole entry, looked up): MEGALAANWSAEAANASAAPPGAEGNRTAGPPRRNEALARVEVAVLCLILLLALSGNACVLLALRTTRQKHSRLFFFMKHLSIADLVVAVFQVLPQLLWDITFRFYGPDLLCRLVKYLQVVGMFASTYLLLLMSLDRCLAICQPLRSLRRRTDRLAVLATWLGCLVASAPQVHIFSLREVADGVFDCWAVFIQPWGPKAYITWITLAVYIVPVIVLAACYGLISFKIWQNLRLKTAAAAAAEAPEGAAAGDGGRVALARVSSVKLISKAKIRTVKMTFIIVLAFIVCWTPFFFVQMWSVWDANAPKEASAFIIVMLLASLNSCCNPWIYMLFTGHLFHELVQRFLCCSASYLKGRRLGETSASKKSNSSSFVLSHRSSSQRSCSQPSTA
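test system = CHO-OTR cells, human receptor | compound = single-point 3.0 µM | schedule = 6 min compound pre-incubation at room temperature, 100 s kinetic read | signal = Fluo-8 no-wash calcium dye fluorescence, excitation 470-495 nm, emission 515-575 nm | repeats = single well per compound, singlicate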
M1 antag – human M1 muscarinic receptor antagonists, primary screen, CHO-K1 cells, Fluo-8 calcium fluorescence, 1536-well; Muscarinic acetylcholine receptor M1 (Homo sapiens), P11229; CHO-K1 hM1, ACh EC80 antagonist; inhibition, % at 3 µM; hit rate 1.3% among 360,000; AID 588852, 2011;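 active = percent inhibition above its own plate's cutoff, namely the mean of that plate's compound wells plus 3 SD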;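 also: peak over basal fluorescence ratio during 140 s after agonist addition; 0% = ACh EC80 plus DMSO and 100% = DMSO alone without agonist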
OXTR ag – human OXTR agonists, primary screen, fluorescence, CHO-OTR cells, Fluo-8 calcium. Oxytocin receptor (Homo sapiens), P30559. Fluo-8 calcium fluorescence; normalized: DMSO 0%, oxytocin 100%. activation, % at 3 µM. hit rate 0.32% among 320,000. AID 2435, 2010;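 active = activation above the mean of all tested compounds plus 3 SD, cutoff set per screening run, cut at about 20% in these data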;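 also: peak over basal fluorescence ratio from a 100 s FLIPR kinetic read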
M1 PAM – human M1 muscarinic receptor positive allosteric modulators, primary screen, CHO-K1 cells, Fluo-8 calcium fluorescence, 1536-well; activation, % at 3 µM; hit rate 0.088% among 360,000; CHO-K1 hM1, ACh EC20; 0% = ACh EC20, 100% = maximal ACh; Muscarinic acetylcholine receptor M1 (Homo sapiens), P11229; in the data active = activation above about 19%, passing the limit was not always enough
V1R ag counter – agonists of human V1a receptor, primary screen, counter-screen for OXTR agonist project, fluorescence, CHO-V1R cells; Fluo-8 calcium fluorescence, agonist mode; 0% DMSO, 100% 3 nM vasopressin; activation, % at 3 µM; hit rate 0.25% among 320,000; AID 2797, 2010;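 active = activation above the mean activation of all tested compounds plus 3 SD, per screening run, cut at about 20% in these data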;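 also: signal is peak over basal fluorescence ratio across a 100 second FLIPR read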
CHO parental Ca – ATP-evoked calcium signal inhibitors, parental CHO, primary screen, counter-screen for OX1R antagonist project, cell-based, fluorescence, Fluo-8 calcium dye | hit rate 0.63% among 330,000 | parental CHO-K1, ATP-induced calcium, Fluo-8 fluorescence | AID 463079, 2010 | inhibition, % at 5.6 µM;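 active = inhibition above that plate's mean sample inhibition plus 3 SD, cut at about 26% in these data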;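 also: 0% = ATP-challenged DMSO wells and 100% = DMSO wells without ATP; some compounds past the cut are filed as inactive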
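Assay system: untransfected parental CHO cell line. Also added: ATP agonist challenge. Dosing: one dose, 5.6 µM nominal. Measured by: Fluo-8 fluorescence. Read-out: % inhibition. Benchmarks: ATP wells versus no-ATP DMSO wells. Repeats: no replicates.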
TAAR1 antag – human TAAR1 antagonists, primary screen, Fluo-8 calcium fluorescence, CHO RD-HGA16 cells | antagonist | hit rate 1.5% among 360,000 | inhibition, % at 3 µM | AID 624466, 2012 | Trace amine-associated receptor 1 (Homo sapiens), Q96RJ0;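 active = inhibition above a per-plate cutoff, the mean inhibition of test compounds on that plate plus 3 SD, cut at about 49% in these data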;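 also: 0% = DMSO plus EC80 beta-PEA response and 100% = DMSO alone without agonist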
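Assay system: CHO-derived RD-HGA16 cells stably expressing human TAAR1 plus Gα16. Timing: 140 s kinetic read after compound, 140 s after agonist. Technique: kinetic Fluo-8 calcium fluorescence measurement. Measure: % inhibition of agonist calcium response.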
Numbers without * were called inactive; / = no result given; & = joins results of further samples.

Compound	TAAR1 agonist	M1 ag	OXTR potentiate	M1 antag	OXTR ag	M1 PAM	V1R ag counter	CHO parental Ca	TAAR1 antag
Cc1ccc(S(=O)(=O)Nc2c(C)n(C)n(-c3ccccc3)c2=O)cc1	0&6	-5&-3	-9&-5	16&-4	-1.0&-0.8	-6&-4	-1.1&-0.5	6&-10	12&-2
O=C(COC(=O)C12CC3CC(CC(Cl)(C3)C1)C2)Nc1ccccc1	17	-1	-11	-2	1.4	5	1.8	-6	17
CN(C)/C=C(/C(=O)c1ccc(Cl)cc1Cl)S(=O)(=O)c1ccccc1	9	-2	3	-3	0.3	8	0.1	0	-4
CC(CNC(=O)Cn1ccc2cc(S(=O)(=O)N3CCCC3)ccc21)c1ccccc1 (stereo not given)	9	-2	-10	-23	2.1	11	9.7	-20	-15
CC(C)Oc1ccc(C(=O)Nc2ccc(N3CCCCC3)cc2)cc1	3	0	-6	-9	-1.5	12	0.5	-16	-4
CC(=O)c1cccc(NC(=O)C2CCCCC2)c1	3	-1	4	10	-0.1	-3	0.3	-8	-14
Clc1ccc(C=NN2CCCCCC2)c(Cl)c1	0	-2	/	-23	/	11	/	/	-4
O=C(COC(=O)c1ccc(Cl)c(S(=O)(=O)N2CCCC2)c1)NC1CCCCC1	8	-9	-1	2	-0.9	2	0.7	-16	2
COc1ccc(C2(C(=O)NCc3ccccc3Cl)CCOCC2)cc1OC	3	-3	-8	3	-0.1	3	0.5	-13	-1
CCOc1ccccc1N1CCN(Cc2cn[nH]c2-c2ccc(F)cc2)CC1	95*	9	1	-4	10	17	18	-31	-29
COc1ccccc1CNC(=O)c1cc(-c2cc(F)ccc2OC(C)C)n[nH]1	0	-8	/	-5	/	-8	/	/	10
Cc1noc(C)c1COC(=O)c1cccnc1SCC(=O)Nc1ccc2c(c1)OCO2	0	-3	-9	29	-0.3	-16	1.9	-5	2
O=C(CCN1C(=O)/C(=C\c2cccc(Br)c2)SC1=S)N1CCOCC1	0	-1	-5	-2	-0.2	-6	0.3	-11	5
CCc1nc2cccnc2n1-c1ccc(CC(=O)NCCOC)cc1	10	1	-10	1	-0.3	2	0.9	-7	1
O=C1N/C(=C/c2ccc(N3CCOCC3)o2)C(=O)N1c1cccc(Cl)c1	9	-3	-8	14	1.0	-9	1.7	-1	19
CCOc1ccc(C(=O)O/N=C(\N)c2ccccn2)cc1	3	-4	/	-7	/	3	/	/	5
CCc1noc(C)c1C(=O)Nc1cc(Cl)ccc1N1CCCC1	-2	-8	-6	18	-2.3	-11	-1.4	-21	-2
COc1ccc(NC(=O)Nc2ccccc2)cc1S(=O)(=O)N1CCCCC1	6	-2	-30	-1	2.7	-2	6.5	-6	15
Cc1nn2c(N3CCCC3)cc(C(C)C)nc2c1-c1ccccc1	8	-2	-10	-17	-0.2	10	-0.3	3	-30
Cc1ccc(-c2cc(C(F)(F)F)c(C#N)c(SCC(=O)O)n2)cc1	2	-2	-8	-6	-1.4	6	-1.0	-8	-24
CN1CCN(c2cc(N3CCc4ccccc4C3)c(F)cc2[N+](=O)[O-])CC1	2	-7	-15	-21	13	14	8.1	-25	-15
COc1ccc(NC(=O)CSCC(=O)Nc2ccc(C)c(S(=O)(=O)N3CCCCCC3)c2)cc1	7	-6	-11	-7	-1.4	2	0.5	-19	4
CCOCCCN(C(=O)c1snc(C(N)=O)c1N)C(C(=O)NC1CCCC1)c1ccc(OC)cc1 (stereo not given)	-4	-2	-11	-13	3.5	10	0.5	-9	18
CCOC(=O)C1=C(CN2CCCCC2)NC(=O)NC1c1cc(C)ccc1C (stereo not given)	4	-9	-5	6	-1.8	-4	-0.5	-7	-6

Entries of single compounds, quoted from the list:
CCOc1ccc(C(=O)O/N=C(\N)c2ccccn2)cc1 in the list: TAAR1 agonist = 3; M1 ag = -4; OXTR potentiate = /; M1 antag = -7; OXTR ag = /; M1 PAM = 3; V1R ag counter = /; CHO parental Ca = /; TAAR1 antag = 5
COc1ccc(NC(=O)CSCC(=O)Nc2ccc(C)c(S(=O)(=O)N3CCCCCC3)c2)cc1 in the list: TAAR1 agonist = 7; M1 ag = -6; OXTR potentiate = -11; M1 antag = -7; OXTR ag = -1.4; M1 PAM = 2; V1R ag counter = 0.5; CHO parental Ca = -19; TAAR1 antag = 4

(further entries)
Compound	TAAR1 agonist	M1 ag	OXTR potentiate	M1 antag	OXTR ag	M1 PAM	V1R ag counter	CHO parental Ca	TAAR1 antag
CC(C)C[C@H](N)c1cn([C@@H](CCCCN)C(=O)N2CCNCC2)nn1	3	9	6	6	1.5	1	2.2	1	6
Cc1nc2ccccc2c(=O)n1-c1ccc(NS(=O)(=O)c2ccccc2)cc1	5	1	-7	6	-0.9	-1	0.1	-10	7
Cc1cc(OC(=O)c2cc(F)c(F)cc2Cl)nc(C)n1	3	-3	-1	2	0.7	11	0.3	-3	0
CC(Oc1ccc(Cl)cc1Cl)C(=O)NNC(=O)[C@@H]1CCCC[C@@H]1C(=O)O (stereo not given in full)	3	-2	-9	1	-0.9	0	-0.3	-8	-17
COc1cc(-c2nc3cnccn3c2Nc2ccccc2)ccc1O	8	0	-1	-6	1.9	-2	0.4	-12	-3
CC(=O)c1cccc(N(C(=O)c2ccco2)C(C(=O)NC2CCCC2)c2cccs2)c1 (stereo not given)	0	-3	-3	-9	-0.6	9	0.9	-22	-1
COc1cc(/C=N/NS(=O)(=O)c2ccccc2)ccc1OS(=O)(=O)c1ccc(C)cc1	7	-8	-8	-3	-1.7	9	-0.7	-16	-2
Cc1ccc(S(=O)(=O)N(C)C)cc1NC(=O)COC(=O)CSc1ccccc1	1	-2	-10	-14	-0.2	8	0.5	-11	-11
CCOC(=O)c1c(C)[nH]c(C)c1C(=O)Cn1nnc(-c2ccccc2C)n1	8	-1	-13	-3	3.3	2	3.1	6	8
COc1cc(-c2cc(-c3ccc(O)cc3)nc(N)c2C#N)ccc1O	12	-1	-12	5	3.7	0	2.4	-18	27
CCOc1ccc(-n2nnc3c(=O)n(CC(=O)c4ccccc4)cnc32)cc1	2	-3	1	0	1.1	1	2.4	-1	-24
C/C(=N\NC(=O)Cn1nc(C)cc1C)c1ccc([N+](=O)[O-])cc1	0	-5	-6	19	0.4	-16	-0.8	1	4
Cc1csc(=O)n1CCC(=O)N(C)Cc1c(F)cccc1Cl	0	-2	-2	-7	-0.2	4	1.1	-10	-9
O=C1C2C3C=CC(C3)C2C(=O)N1CNc1ccc(O)cc1 (stereo not given)	/	/	0	/	-0.5	/	-0.2	1	/
COc1cc(/C=C/C(=O)N2CCOCC2)ccc1OCc1ccccc1	3	-4	-1	6	2.0	-3	0.7	-12	-9
O=[N+]([O-])c1cc(S(=O)(=O)NCCN2CCOCC2)ccc1Cl	0	-5	2	-14	0.7	6	-0.2	3	-25
CC(=O)Oc1ccc(C(=O)Nc2ccc3c(c2)C(=O)N(CCC(=O)O)C3=O)cc1	2	-5	0	-5	0.7	4	0.3	-5	2
Cc1ccc(C)c(NC(=O)C2CCN(C(=O)c3cccs3)CC2)c1	0	-4	-9	-5	1.3	8	-0.1	-8	0
Cc1ccc(Nc2nc(C)cc(C)c2C#N)c(C)c1	-3	-2	/	-10	/	8	/	/	-2
NS(=O)(=O)c1ccc(S(=O)(=O)NCCc2ccccc2)cc1	11	-3	-4	4	-0.3	4	-0.1	0	-11
Nc1ccn(CC(=O)NCc2ccccn2)c(=O)n1	5	-2	-4	2	0.8	0	0.5	0	-6
C/C(=N\NC(=O)c1ccc(Cn2cc([N+](=O)[O-])cn2)o1)c1cccc(NC(=O)c2cccnc2)c1	8	-2	-1	0	0.7	5	0.3	-8	-23
COc1cc(C2=NOC(C(=O)NCc3cccs3)C2)cc(OC)c1OC (stereo not given)	4	1	-6	-4	1.9	4	1.6	-5	0
CCS(=O)(=O)c1ccc2c(c1)N(S(=O)(=O)c1ccccc1)CC(C(=O)O)O2 (stereo not given)	0	-2	-12	-14	0.5	13	1.1	-9	11
c1ccc2c(CCN3CCNC[C@H]3Cc3cccc4ccccc34)cccc2c1	33	-5	-4	3	8.2	8	1.2	10	24
COCc1cccc(N2C(=O)CC(C3C=C(C)C4C(=O)N(c5cccc(COC)c5)C(=O)C4C3)C2=O)c1 (stereo not given)	3	-1	-2	1	0.2	7	1.1	-18	-22
Oc1ccccc1CNc1cnc2ccccc2c1	9	4	-14	1	22*	-10	13	10	-4
CC1=C(C(=O)OC2CCCCC2)C(c2cccc([N+](=O)[O-])c2)NC(=O)N1 (stereo not given)	-1	-5	-6	-21	-2.3	9	0.7	-18	-22
CC(C)Oc1ccc(CNC(=O)Cn2c(=O)c3cccn3c3cccnc32)cc1	8	-1	-12	5	2.6	-7	2.8	-9	28
Cc1cc(C(F)(F)F)c2c(C)nn(-c3ccccc3)c2n1	0	-3	-2	10	0.0	-2	0.9	-7	2
CCCCCCC(=O)N/N=C(\C)Cc1ccccc1	2	-9	-1	-2	-1.3	1	0.5	-8	6
O=C(Nc1ccc(Cl)cc1)c1cccnc1N1CCCCC1	13	-7	-5	-5	-1.7	-4	-1.6	-30	11
Cc1ccc(-n2nnnc2SCC(=O)Nc2ccccc2-c2ccccc2)cc1C	1	-8	-16	-2	0.2	-2	1.6	-11	21
O=C(Nc1cccc(C(=O)O)c1)Nc1cccc2ccccc12	3	-1	-6	-11	2.2	7	1.0	-1	4
Oc1ccc(Nc2nc(-c3ccc(O)cc3)cs2)cc1	2	-3	-4	-5	2.2	5	1.7	5	-9
Cc1ccc(C)c(S(=O)(=O)N/N=C/c2ccc(C(=O)O)cc2)c1	-1	-4	0	7	0.4	-3	0.8	2	-8
CS(=O)(=O)Nc1cccc(C2=NN(C(=O)c3ccccc3Cl)C(c3ccccc3O)C2)c1 (stereo not given)	3	-3	-2	-3	0.6	2	0.3	-5	11
O=c1cc(-c2ccc([N+](=O)[O-])cc2)c2ccc(O)cc2o1	0	-2	-13	-5	-0.3	9	0.6	-12	5
